Bioassay records from PubChem BioAssay.
SR-BI DiI inh: inhibitors of mouse SR-BI mediated HDL lipid uptake; Q61009; ldlA[mSR-BI] CHO cells, DiI-HDL uptake fluorescence, 3 h; inhibition, % at 12.5 µM; actives 0.96% (n = 320,000); AID 488896;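 active means mean replicate inhibition of at least 70% and a set share of replicates each scoring 70 or more; inconclusive means meets just one of the two criteria; inactive means fails both criteria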;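 further: 0% = median of neutral control wells and 100% = median of positive control wells; values of inactives mirror those of a sister screen read the other way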
Target sequence (Q61009 whole entry, looked up): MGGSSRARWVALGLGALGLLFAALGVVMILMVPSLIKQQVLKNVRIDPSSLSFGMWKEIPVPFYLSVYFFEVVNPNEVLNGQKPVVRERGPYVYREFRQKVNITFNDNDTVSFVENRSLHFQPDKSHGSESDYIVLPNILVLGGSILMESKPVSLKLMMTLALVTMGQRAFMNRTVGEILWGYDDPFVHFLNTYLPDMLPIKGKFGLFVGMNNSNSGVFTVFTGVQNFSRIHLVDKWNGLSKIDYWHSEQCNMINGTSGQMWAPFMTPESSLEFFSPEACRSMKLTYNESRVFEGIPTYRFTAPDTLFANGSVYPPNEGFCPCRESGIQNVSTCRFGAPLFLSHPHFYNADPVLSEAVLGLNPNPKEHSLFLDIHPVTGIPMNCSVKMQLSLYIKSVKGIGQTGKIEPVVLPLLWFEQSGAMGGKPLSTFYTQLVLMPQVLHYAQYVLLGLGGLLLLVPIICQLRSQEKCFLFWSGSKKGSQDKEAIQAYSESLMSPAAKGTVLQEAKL
PfHsp90 yeast 2: growth inhibition of yeast expressing Plasmodium Hsp90 | S. cerevisiae expressing PfHsp90, BacTiter-Glo ATP, 48 h; yeast lacking PDR1 and PDR3 efflux regulators | inhibition, % at 9.4 µM | actives 0.32% (n = 310,000) | AID 504621;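 active means every replicate shows inhibition above about 80%, whatever the replicate mean, limit read from the data; inconclusive means mean inhibition reaches the set limit but some replicate falls short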;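 further: 0% = DMSO neutral controls and 100% = 20 µM radicicol positive controls; yeast relying on Plasmodium falciparum Hsp90 in place of its own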
CAL PDZ FP-1: inhibitors of human CAL PDZ peptide binding; purified CAL PDZ, TMR-peptide fluorescence polarization, 1 h; actives 0.92% (n = 300,000); Q9HD26; AID 602252; inhibition, % at 24.9 µM;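 active means mean inhibition of at least 30% with at least half of replicates also reaching 30%; inconclusive means no clear call, values can overlap the other calls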;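 further: 0% = DMSO neutral control and 100% = excess unlabeled competitor peptide PRC23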
Rtt109 Vps75: blocks Candida albicans Rtt109/Vps75 acetyltransferase activity. Q5AAJ8. AID 540336. inhibition, % at 34.9 µM. purified Rtt109/Vps75, ThioGlo CoA-SH fluorescence, 4 h. actives 0.16% (n = 330,000);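 active means inhibition of at least 50% in every replicate; inconclusive means best replicate reaches 50% inhibition but some replicates fall short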
PvdQ inh: P. aeruginosa PvdQ acylase inhibition; purified PvdQ acylase, fluorescence plate reader; inhibition, % at 10 µM; actives 0.063% (n = 340,000); AID 488965; in the data active means inhibition above about 30%, passing the limit was not always enough; inconclusive means no clear call, values can overlap the other calls;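 further: 0% = vehicle neutral wells and 100% = reference inhibitor wells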
MITF TRPM1 HTS: activators of MITF-driven TRPM1 promoter activity in SK-MEL-5 cells. SK-MEL-5 TRPM1-promoter luciferase, 24 h; % of positive control, neutral wells = 0. activation, % at 12.5 µM. actives 0.75% (n = 300,000). AID 588334;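 active means mean activation of at least 80% with every replicate also reaching 80%; inconclusive means mean reaches 80% but some replicate falls short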;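 further: 0% = neutral control wells and 100% = parthenolide positive control wells; values of inactives mirror those of a sister screen read the other way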
dFosB activator: mouse delta FosB homodimer activation | purified delta FosB, TAMRA-CDK5 oligo fluorescence polarization; percent of positive-control signal above neutral wells | activation, % at 25 µM | actives 0.99% (n = 340,000) | AID 493131;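 active means mean activation above about 17%, with every replicate also reaching it, limit read from the data, passing the limit was not always enough; inconclusive means only one of the two conditions met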;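 further: fluorescence polarization rise as delta FosB binds a TAMRA Cdk5 AP-1 oligo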
Target sequence (P13346 whole entry, looked up): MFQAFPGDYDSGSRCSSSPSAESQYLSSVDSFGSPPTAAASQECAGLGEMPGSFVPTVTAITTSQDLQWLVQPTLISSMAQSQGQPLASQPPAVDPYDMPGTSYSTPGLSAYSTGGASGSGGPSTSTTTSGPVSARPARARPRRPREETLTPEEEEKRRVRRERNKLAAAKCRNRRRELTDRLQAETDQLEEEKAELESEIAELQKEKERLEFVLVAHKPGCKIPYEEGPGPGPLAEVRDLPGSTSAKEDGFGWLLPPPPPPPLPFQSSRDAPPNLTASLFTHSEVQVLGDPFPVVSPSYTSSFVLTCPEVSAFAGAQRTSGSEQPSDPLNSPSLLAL
SR-BI uptake up: enhances SR-BI lipid uptake from DiI-HDL. CHO ldlA[mSR-BI] cells, DiI-HDL uptake fluorescence, 3 h; 100 = double the neutral-control signal. activation, % at 12.5 µM. actives 0.096% (n = 320,000). AID 504775;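 active means mean replicate activation of at least 60% and every replicate at or above 60%; inconclusive means mean or all-replicate condition met, but not both; inactive means mean below 60% and not all replicates reaching 60%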;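 further: 0% = median plate neutral-control signal and 100% = twice that signal; values of inactives mirror those of a sister screen read the other way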
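Material – SR-BI-overexpressing, LDLR-lacking CHO cells · Medium – BSA-supplemented, HEPES-buffered Ham's F12, pH 7.4 · Doses – single concentration · Times – compound with DiI-HDL co-incubation, 3 h at 37 °C · Measured by – bottom-read fluorescence, 550/595 nm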
NSD2 HMT inh: NSD2 (human) methyltransferase inhibition | actives 0.54% (n = 310,000) | O96028 | AID 743445 | NSD2 peptide methylation, AlphaScreen, 120 min | inhibition, % at 12.5 µM; in the data active means inhibition above about 50%
CAL PDZ FP-2: blocks peptide binding to human CAL PDZ domain. AID 504414. inhibition, % at 20 µM. actives 0.02% (n = 330,000). Q9HD26. purified CAL PDZ, TMR-peptide fluorescence polarization, 1 h;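 active means highest replicate inhibition of at least 40%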;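 further: plate controls were DMSO neutral control wells for no effect and unlabeled competitor peptide control wells for full effect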
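System: purified tagged CAL PDZ domain construct (CerCALP). Schedule: 1 h incubation at room temperature before polarization reading. Medium: 25 mM sodium phosphate pH 7.4, 150 mM NaCl, TCEP, IgG, Thesit. Read-out: percent inhibition from loss of millipolarization. Measured by: FP readout, S and P plane fluorescence. Probe or stimulus: fluorescent TMR peptide probe.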
Starred values were filed as active, the others as inactive; ? = inconclusive; nt = not tested or not shown.

SMILES	SR-BI DiI inh	PfHsp90 yeast 2	CAL PDZ FP-1	Rtt109 Vps75	PvdQ inh	MITF TRPM1 HTS	dFosB activator	SR-BI uptake up	NSD2 HMT inh	CAL PDZ FP-2
COc1ccc(NC(=O)C(NC(C)=O)C(=O)NCc2ccc(F)cc2)cc1 (stereo unspecified)	-12.4	-9.5	-2.1	0.6	-0.1	-6.6	1.0	12.4	3.3	0.6
CCCN1CCN(CCNC(=O)Nc2cc(C)ccc2C)CC1	4.8	-9.9	-3.3	1.3	2.2	-1.0	0.0	-4.8	1.9	-1.0
CCOC(=O)c1c(N)sc2c1CCC(C)C2 (stereo unspecified)	1.2	10.9	-2.2	-10.2	-13.1	13.8	-12.0	-1.2	1.1	-0.5
O=c1[nH]ccc2c([N+](=O)[O-])cccc12	4.3	-6.7	-0.6	-2.0	-7.3	7.1	-1.1	-4.3	2.4	-1.4
Cc1cc(-n2nc(C)cc2C)nc(NS(=O)(=O)c2ccccc2Cl)n1	nt	-6.7	-2.8	-1.6	-12.9	nt	1.5	nt	1.4	-2.3
CC1(C)Oc2cc3oc(=O)ccc3cc2C[C@@H]1O	-28.2	-12.4	-1.3	-2.9	-13.5	14.5	-3.1	28.2	nt	-0.8
O=C(CSc1ncccn1)Nc1ncc(C(F)(F)F)cc1Cl	-17.2	24.4	-0.3	-18.2	-11.0	-8.7	-9.2	17.2	-0.3	-2.5
Cc1cccc(C2=NN(c3ccc(Br)cc3)[C@@H](C(=O)N3CCOC3=O)[C@@H]2c2ccc(F)cc2)c1	28.2	-4.4	-6.2	-6.2	-8.7	-9.0	-2.7	-28.2	nt	0.1
O=C(NCc1ccccn1)c1c(-c2ccccc2)sc2ccccc12	9.5	-0.9	-5.2	-2.5	-3.5	-6.1	-7.9	0.3	nt	0.3
CC(CN1CCCCCC1)C(=O)NN (stereo unspecified)	nt	-6.1	-0.2	44.0	0.9	-1.1	0.9	nt	-4.6	-1.8
CCOC(=O)C1CCCN(C(=O)Nc2c(-c3ccccc3)noc2C)C1 (stereo unspecified)	-27.5	6.3	-4.1	-7.3	4.9	16.9	1.8	27.5	-1.4	0.1
OC(CN1CCN(c2ccccc2Cl)CC1)c1ccccc1 (stereo unspecified)	nt	-0.6	-2.3	-8.0	-1.3	9.2	4.0	nt	4.8	-0.7
COc1cc(OC)c(N(C)C(=O)c2cc3c(s2)-c2ccccc2S(=O)(=O)C3)cc1Cl	nt	-41.8	3.5	-16.0	-3.7	1.0	-4.7	nt	nt	0.0
Cc1nnc(SCCn2c(N3CCCCC3)nc3c2c(=O)[nH]c(=O)n3C)s1	11.8	-0.4	-2.2	-0.1	-8.4	10.5	0.7	-11.8	0.3	-1.4
CN(C)c1ccc(C(=S)N2CCN(c3ccc([N+](=O)[O-])cc3)CC2)cc1	35.2	9.0	-2.5	3.5	-2.2	-12.6	-0.2	-35.2	6.6	0.2
CN(C)c1nc(N(C)C)nc(N(C#N)CN2C(=O)c3ccccc3S2(=O)=O)n1	-8.2	-7.0	-3.3	-4.5	-15.8	-12.5	2.2	8.2	-3.6	-0.1
O=C(CSc1ccc(-c2ccccc2)nn1)N1CCN(c2ccccc2)CC1	10.8	-34.8	-1.7	0.4	-2.7	4.9	6.8	-10.8	0.6	0.4
CCOC(=O)CSc1ccc(C(=O)Nc2ccc(OC)cc2)cn1	1.2	-2.9	0.8	-2.6	8.4	-3.0	-4.6	-1.2	-1.1	-0.7
COC(=O)c1cccc(CN2C(=O)SC(Nc3ccccc3)C2=O)c1 (stereo unspecified)	27.6	-0.2	-1.9	-1.9	-13.4	-5.9	-9.7	-27.6	-3.3	-1.4
C=CCC1(CC=C)CCCN1C(=O)c1cc(COc2ccc(-n3cncn3)cc2)on1	16.1	-0.6	-3.9	4.9	-1.4	-2.7	-14.2	-16.1	nt	-1.9
O=C(NCCc1ccccc1)c1cnc2ccccc2n1	1.2	2.6	-1.0	-1.9	1.7	84.7*	0.1	-1.2	-2.6	-1.0
CC(C)N(Cc1ccccc1)C(=O)CSc1nccn1C	-20.5	-0.5	nt	-6.7	-5.6	7.1	-3.4	20.5	6.3	-0.9
CCOc1ccc(N2C(=O)c3ccc(C(=O)OCC(=O)N(CC)C4CCS(=O)(=O)C4)cc3C2=O)cc1 (stereo unspecified)	1.7	-1.9	-0.7	nt	1.3	5.0	9.9	-1.7	-0.3	-0.3
CC(NC(=O)COC(=O)C1CCC1)c1ccccc1 (stereo unspecified)	4.2	nt	-3.1	16.7	10.4	1.3	-2.8	-4.2	-3.1	-2.0
Cc1ccc(NC(=O)c2sccc2C)cc1[N+](=O)[O-]	14.1	39.3	-2.1	1.6	9.2	64.3	2.8	-14.1	1.2	-1.1
Cc1ccc(CC(=O)Nc2nnc(-c3ccc(F)cc3)o2)c(C)c1	-43.0	8.3	nt	-4.4	6.3	-4.0	3.8	43.0	-1.3	-1.2
FC(F)(F)c1nnc(-c2ccccc2)nc1N1CCOCC1	-4.3	4.7	-4.1	13.8	8.7	-1.0	-2.1	4.3	23.4	0.3
CCOc1ccc(S(=O)(=O)N(CC)CC(=O)NC2CCS(=O)(=O)C2)cc1 (stereo unspecified)	-15.2	16.5	7.7	13.9	1.4	11.4	1.5	15.2	-0.7	-0.8
O=C(OCCOc1cccc(Cl)c1)C1CCN(S(=O)(=O)c2ccccc2)CC1	-13.3	-16.5	-1.5	-7.9	-0.8	8.0	-4.7	13.3	-2.1	-3.3
COc1ccc(CNC(=O)C2CCN(S(=O)(=O)N3CCCCC3)CC2)cc1	9.1	15.0	-3.1	-3.7	5.4	6.4	-6.9	-9.2	-3.1	-0.3
CN(C)c1cc(Nc2cccc(O)c2)c([N+](=O)[O-])c2nonc12	30.0	3.8	-11.5	-3.7	-18.9	-6.8	-7.4	-30.0	nt	-3.4
CC(C)C[C@H](NC(=O)N1CCn2c1nc1ccccc12)C(=O)N[C@@H](Cc1ccccc1)C(=O)O	-9.4	20.5	-6.0	-11.0	-10.7	nt	-8.2	9.4	nt	-0.5
CCC(=O)N1CCCc2cc(S(=O)(=O)N3CCN(c4ccccn4)CC3)ccc21	-6.1	-2.8	0.9	-7.7	8.0	-11.0	-0.4	6.1	-0.1	-1.7
COc1ccc(Cl)c(OC)c1C(=O)NC(=O)Nc1c(F)cc(F)cc1F	10.8	-16.5	nt	4.2	-11.5	nt	-3.9	-10.8	-0.8	-0.5
CCOc1cc(C(=O)NCc2ccccc2)ccc1OCC(=O)N1CCOCC1	-7.0	8.4	nt	6.3	10.9	-1.6	-11.6	7.0	-0.6	-0.2
COc1ccc(S(=O)(=O)NCc2ccccn2)cc1NC(=O)c1ccccc1	22.3	42.8	17.0	-4.0	-13.4	-33.6	-10.8	-22.3	-9.1	-3.3
CC(=O)Nc1ccc(NC(C)=C(C#N)C#N)cc1	-23.1	12.0	-4.0	-0.1	2.8	-12.8	-2.1	23.1	-2.5	-1.2
CC(C)[C@H](NC(=O)OCc1ccccc1)C(=O)OCC(=O)c1ccccc1	-18.7	-8.8	nt	-1.8	-7.9	?	-11.8	18.7	-3.1	0.2
O=C(Cc1c(Cl)cccc1Cl)N/N=C/c1cccnc1	10.0	7.4	-4.1	-1.2	-5.9	-1.6	-4.6	-10.0	-2.8	-1.8
CC(=O)c1sc(NC(=O)c2ccccc2)nc1-c1ccccc1	32.7	-42.6	nt	3.3	-8.1	61.9	-31.0	-32.7	-1.9	-3.6
Cc1cccc(NC(=O)c2sc3nc4c(c(-c5ccco5)c3c2N)CCC4)c1	77.8*	7.9	4.0	9.0	11.1	14.6	-14.5	-77.8	-0.3	-1.2
CCOC(=O)c1c(CN(C)C)oc2cc(CN(C)C)c(O)c(CSc3ccccc3)c12	-5.7	-13.0	-1.5	13.3	-5.9	7.4	-7.4	5.7	30.1	0.4
Cc1cc(C(=O)NC2CCCc3c2cnn3-c2cccc(C)c2C)c(C)o1 (stereo unspecified)	26.0	-4.2	-3.7	7.8	-4.3	-2.3	-20.5	-26.0	1.3	-2.0
CC12CC(NC(=O)N1c1cccc(C(=O)NCc3ccc4c(c3)OCO4)c1)c1cc(Cl)ccc1O2 (stereo unspecified)	-47.3	0.3	-3.4	22.9	-0.3	-12.3	-19.1	47.3	-0.2	-2.5
Cc1onc(-c2ccccc2Cl)c1C(=O)Nc1nc2ccc(S(C)(=O)=O)cc2s1	-5.6	0.6	-6.0	10.6	-9.6	-1.6	6.9	5.6	nt	-2.0
CCOC(=O)c1c(C)c(C(=O)Nc2ccc3c(c2)OCCO3)c(C)n1C	-15.2	0.7	-3.2	12.5	-18.3	0.8	-1.6	15.2	-0.1	-2.3
CN(CC(=O)Nc1ccncc1)S(=O)(=O)c1ccccc1	-16.6	23.2	-2.7	-2.4	-21.2	7.3	-5.2	16.6	-1.9	-0.3
CCCCNC(=O)CN1C(=O)c2cccc(N)c2C1=O	-3.2	-28.3	65.8*	-5.2	-15.7	-1.5	0.9	3.2	-4.0	-0.8
CCOC(=O)c1cnn(-c2ccccc2)c1NC(=O)CN1CCOCC1	1.0	-11.6	-4.2	0.9	0.7	nt	-7.0	-1.0	-0.9	0.6
O=C(CSc1ncn[nH]1)Nc1ccccc1Sc1ccccc1	-14.1	-10.9	nt	1.0	-22.2	-11.2	-8.2	14.1	2.5	-2.6
COc1cccc(N2CCN(C(=O)c3ccc(-c4ccccc4)cc3)CC2)c1	-19.4	-1.6	-9.5	16.5	-11.4	6.6	-2.6	19.4	9.8	nt
CN1CCN(CC(=O)N2c3ccccc3C(C)(c3ccc(Cl)cc3)CC2(C)C)CC1 (stereo unspecified)	-35.3	27.7	-2.5	-2.0	-6.4	-3.4	1.2	35.3	nt	-1.0
O=S(=O)(NCc1ccc(Cl)cc1)c1cccc2cccnc12	nt	11.3	3.2	13.8	2.5	7.0	-0.7	nt	4.0	-1.3
COc1ccc(C(=S)N2CCCCCC2)cc1	21.4	nt	-3.4	-13.8	-4.5	nt	-4.0	-21.4	2.1	nt
CCOc1ccc(N(C)S(=O)(=O)c2ccc(C)c(C(=O)NCCc3ccc(OC)cc3)c2)cc1	13.1	nt	-2.5	9.7	-10.6	2.0	-10.6	-13.1	-1.5	-2.4
